MPTP block = inhibitors of mitochondrial permeability transition pore. isolated mouse mitochondria, Ca2+ swelling absorbance, 30 min. inhibition, % at 10 µM. actives 1.4% (n = 360,000). AID 602449;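 active = inhibition of 50% or more, scaled per plate between neutral and stimulator controls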;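 also: 0% = DMSO wells given calcium and 100% = 1 mM EGTA wells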
EBI2 block = antagonists of human EBI2 receptor; EBI2 beta-arrestin recruitment, luminescence, 7a,25-OHC stimulated; actives 0.81% (n = 360,000); AID 651636; P32249; inhibition, % at 5 µM; in the data active = inhibition above about 38%;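 also: enzyme fragment complementation signal reports receptor beta-arrestin coupling in cells; 0% = agonist plus DMSO wells and 100% = wells without agonist; some results beyond the cut were filed as inactive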
Gli-Sufu block = Gli-Sufu pathway antagonism | Sufu-KO-LIGHT fibroblasts, Gli luciferase reporter luminescence | inhibition, % at 5 µM | actives 0.74% (n = 340,000) | AID 588413;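 active = inhibition above about 55%, limit read from the data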;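 also: 0% = DMSO-treated cells and 100% = wells with medium but no cells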
GRIN3A LBD mod = modulates the human NR3A ligand-binding domain; AID 1259313; NR3A LBD differential scanning fluorimetry, Tm shift; 0% = protein alone, 100% = glycine-bound protein; Tm shift relative to glycine control, % at 25 µM; actives 2.5% (n = 340,000);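 active = melting temperature shift of at least 10% of the positive control shift, at one fixed dose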
CCR6 antagonist = blocks CCL20-driven beta-arrestin recruitment at human CCR6 | actives 0.49% (n = 340,000) | inhibition, % at 20 µM | P51684 | CHO-K1 CCR6 PathHunter beta-arrestin, luminescence, CCL20-stimulated;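 active = compounds whose inhibition of the agonist-driven luminescence signal at 20 µM reaches about 50%, limit read from the data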;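 also: cells stimulated with CCL20 at 14 nM final; plate controls were DMSO with CCL20 for no effect and DMSO without agonist for full effect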
Target sequence (P51684 whole entry, looked up): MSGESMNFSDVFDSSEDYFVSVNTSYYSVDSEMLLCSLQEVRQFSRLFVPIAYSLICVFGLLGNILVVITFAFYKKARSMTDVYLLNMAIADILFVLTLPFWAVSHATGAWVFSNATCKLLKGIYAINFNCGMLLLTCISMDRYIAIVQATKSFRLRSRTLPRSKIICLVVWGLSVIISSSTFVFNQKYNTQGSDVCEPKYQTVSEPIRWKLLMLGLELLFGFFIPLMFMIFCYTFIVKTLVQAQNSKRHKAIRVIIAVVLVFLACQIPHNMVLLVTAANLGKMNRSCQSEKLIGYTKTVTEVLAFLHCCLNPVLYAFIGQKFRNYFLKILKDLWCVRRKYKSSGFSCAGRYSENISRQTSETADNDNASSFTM
APOBEC3G inh = APOBEC3G (human) deaminase inhibition; inhibition, % at 20 µM; Q9HC16; actives 0.28% (n = 330,000); recombinant A3G, ssDNA deamination FAM/TAMRA fluorescence;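 active = inhibition of at least 40% at 20 µM, with no more than 30% in the related APOBEC3A deaminase screen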;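 also: plate controls were DMSO wells with A3G for no effect and wells lacking A3G enzyme for full effect; some compounds called inactive have numbers as strong as hits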
Target sequence (Q9HC16 whole entry, looked up): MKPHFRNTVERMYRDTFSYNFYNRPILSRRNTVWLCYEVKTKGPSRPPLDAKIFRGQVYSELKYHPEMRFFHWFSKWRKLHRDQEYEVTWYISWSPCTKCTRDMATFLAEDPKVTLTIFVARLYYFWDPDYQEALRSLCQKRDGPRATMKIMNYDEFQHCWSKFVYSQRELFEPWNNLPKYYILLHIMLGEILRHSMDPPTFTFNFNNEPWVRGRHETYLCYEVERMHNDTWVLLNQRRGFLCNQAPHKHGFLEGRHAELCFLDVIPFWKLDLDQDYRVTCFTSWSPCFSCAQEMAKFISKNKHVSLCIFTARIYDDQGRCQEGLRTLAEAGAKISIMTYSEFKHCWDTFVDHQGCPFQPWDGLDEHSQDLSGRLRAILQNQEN
APOBEC3A inh = inhibitors of human APOBEC3A DNA deaminase; recombinant A3A, FAM/TAMRA ssDNA deamination fluorescence; inhibition, % at 20 µM; actives 0.41% (n = 330,000);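 active = at least 40% inhibition at 20 µM here, with at most 30% in a related deaminase screen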;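 also: plate controls were A3A with DMSO for no effect and wells lacking A3A enzyme for full effect; some results filed as inactive read as strong as hits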
Target sequence (P31941 whole entry, looked up): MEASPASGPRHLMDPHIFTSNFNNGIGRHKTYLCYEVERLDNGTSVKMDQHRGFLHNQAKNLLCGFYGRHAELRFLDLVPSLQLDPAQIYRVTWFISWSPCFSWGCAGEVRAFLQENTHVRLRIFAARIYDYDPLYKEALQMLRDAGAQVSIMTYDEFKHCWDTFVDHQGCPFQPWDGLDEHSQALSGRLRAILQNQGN
CXCR6 inh = blocks human CXCR6 beta-arrestin recruitment | O00574 | CHO-K1 PathHunter CXCR6 beta-arrestin, luminescence | inhibition, % at 20 µM | actives 0.36% (n = 360,000); in the data active = inhibition above about 34%, passing the limit was not always enough;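 also: antagonist mode with CXCL16 agonist at 10 nM final; 0% = 10 nM CXCL16 with DMSO and 100% = unstimulated wells without agonist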
* marks the source's active call; other numbers are inactive results; x = not tested or not shown.

SMILES	MPTP block	EBI2 block	Gli-Sufu block	GRIN3A LBD mod	CCR6 antagonist	APOBEC3G inh	APOBEC3A inh	CXCR6 inh
COc1ccc(NC(=O)c2ccccc2SC)cc1OC	1.9	4	2	2	2	-5	-2	-10
Cc1cc(=O)oc2cc(OCC(=O)N3CCN(C(=O)c4ccco4)CC3)ccc12	-1.3	7	-4	0	3	-8	-1	-16
COc1ccc2nc(SCC(=O)Nc3ccccc3)[nH]c2c1	6.0	2	28	17*	0	-2	-3	-6
O=C(Cn1cccc1)Nc1ccc(OC(F)(F)F)cc1	6.2	-4	-3	1	0	-4	0	-8
Cc1cc(S(=O)(=O)NCC2CC2)c(Cl)cc1Cl	0.3	-3	6	-3	5	-7	-2	-1
CC(=O)N1c2ccc(S(=O)(=O)N3CCC(C(=O)Nc4ccc(C)cn4)CC3)cc2CC1C (centres undefined)	-0.1	1	12	-2	-7	-10	-7	-1
CCNC(=O)COC(=O)c1ccc(NS(=O)(=O)c2ccc3c(c2)OCCO3)cc1	-1.6	-4	2	-1	-11	-8	0	0
CC(C)N(Cc1ccccc1)C(=O)Cn1c(=O)cnc2ccccc21	0.6	4	4	0	11	-3	-1	3
COc1ccccc1OCCC(=O)N1CCN(c2ccccc2OC)CC1	0.6	-12	2	-2	9	-4	-2	-2
O=C(COC(=O)c1ccc(O)cc1O)N=c1sccn1Cc1ccccc1Cl	0.3	13	-6	-1	10	14	13	-3
CN(Cc1nnc(SCC(=O)NCCc2ccccc2)n1C)S(=O)(=O)c1ccccc1	-2.5	16	-8	-1	6	-6	-3	-4
COc1ccc(-c2nc(SC(CC(=O)NCCN3CCOCC3)c3cccs3)n[nH]2)cc1 (centres undefined)	-0.7	-4	3	0	2	-7	-2	-7

The closing 2 records of the part above are carried over, then new ones follow:
SMILES	MPTP block	EBI2 block	Gli-Sufu block	GRIN3A LBD mod	CCR6 antagonist	APOBEC3G inh	APOBEC3A inh	CXCR6 inh
CN(Cc1nnc(SCC(=O)NCCc2ccccc2)n1C)S(=O)(=O)c1ccccc1	-2.5	16	-8	-1	6	-6	-3	-4
COc1ccc(-c2nc(SC(CC(=O)NCCN3CCOCC3)c3cccs3)n[nH]2)cc1 (centres undefined)	-0.7	-4	3	0	2	-7	-2	-7
COCCCNC(=O)CSc1nc2c(sc(=S)n2-c2cc(Cl)ccc2OC)c(=O)[nH]1	-0.5	2	0	0	8	-9	-4	-6
Cc1cc(C)n2nc(C(=O)N/N=C/c3ccccc3Cl)nc2n1	-0.1	-3	10	0	14	1	2	3
Cc1nc(NC(=O)C2CC2)sc1C(=O)Nc1ccc(Br)cc1	-0.2	5	0	-4	17	-6	-4	-4
CCOc1ccccc1N1CCN(C(=O)c2ccccc2)CC1	0.8	-25	12	-3	6	0	0	8
O=C(OC1CCCCC1=O)c1ccc(F)c(S(=O)(=O)N2CCOCC2)c1 (centres undefined)	-2.0	1	-1	0	12	-3	-2	14
CN(C(=O)COC(=O)c1ccc(Br)c([N+](=O)[O-])c1)c1c(N)n(Cc2ccccc2)c(=O)[nH]c1=O	-1.5	-13	-8	1	10	2	3	2
CCOC(=O)c1sc(C)c2c1NC(C)(c1ccccc1)NC2=O (centres undefined)	1.7	7	-11	1	22	-9	-5	11
Cc1cc(S(=O)(=O)NCc2ccccc2)ccc1OCC(=O)NCc1cccnc1	0.8	-4	0	4	25	-12	-5	-2
COc1ccc(OC(=O)COc2cccc(C)c2)cc1	0.1	-5	5	5	-23	-5	-3	2
Cn1c(C(=O)OC(C(=O)NC2CCCC2)c2cccnc2)cc2sccc21 (centres undefined)	-2.0	11	-15	3	3	2	2	12
Cc1cc(C)nc(OC(C(=O)O)C(OCCc2ccccc2)(c2ccc(F)cc2)c2ccc(F)cc2)n1 (centres undefined)	1.3	-1	-4	1	1	-2	0	-4
COc1cc2c(cc1OC)CN(C(=O)c1cccs1)CC2	-0.9	-2	3	0	-17	0	5	-14
CN1C(=O)[C@@H]2[C@H](C1=O)[C@@H]1C(=O)Nc3ccccc3C(=O)N1[C@@H]2c1cccc(Br)c1	-0.4	-2	-6	-1	-2	-3	-1	2
CCS(=O)(=O)c1ccc2oc(SCC(=O)N3CCCCC3)nc2c1	-0.6	-4	-1	-1	-5	-1	-1	-1
CCOc1ccc(NC(=O)CN(C)C(=O)C(C)N2C(=O)c3ccccc3C2=O)cc1OCC (centres undefined)	-1.3	-4	-4	1	-4	-7	1	-7
O=C(NC(=O)c1ccc(Cl)cc1)Nc1cc(N2CCCCC2)ncn1	-0.8	0	-18	2	9	-3	-3	2
Cc1nnc2n1N=C(c1ccc(OC(F)F)cc1)C(C)S2 (centres undefined)	1.7	-2	-8	0	-6	-8	2	0
O=C(CSc1ncnc2ccccc12)NCc1ccco1	-7.2	0	3	-1	7	5	7	-2
COc1ccc(CN(C)C(=O)c2cccc(Oc3ccccc3)c2)c(OC)c1OC	1.2	-3	2	0	19	-1	-1	3
CCN(CC(=O)NCc1ccccc1Cl)CC(=O)Nc1c(F)cccc1F	0.6	-9	11	-2	1	1	4	-3
O=C(CNC(=O)c1ccccc1)OCC(=O)N1c2ccccc2Sc2ccccc21	-0.1	5	5	4	3	1	0	7
O=C(CCc1nnc(CCCc2ccccc2)o1)NC(C1CC1)C1CC1	1.0	-1	-67	-2	8	-5	-4	3
COc1cc(NC(=O)C2CCN(c3cnccn3)CC2)cc(OC)c1	0.2	-17	0	-1	-11	-2	2	-10
O=C(NCCc1ccccc1)C(c1cccs1)N(C(=O)CCl)c1ccc(Cl)cc1 (centres undefined)	-1.7	23	95*	-6	16	1	7	9
CC(=O)c1c(CSc2ccccc2)oc2ccc(O)c(CN(C)C)c12	-0.7	-1	2	-2	4	0	0	-10
CN(CC(=O)Nc1ccc(N2CCOCC2)cc1)CC(=O)Nc1cccc(C#N)c1	-0.5	-9	-11	2	-2	-1	4	-1
COC(=O)CCCC1=CC2=C(c3ccccc3)C(=O)C(C)(OC(=O)C3CCCC3)C(=O)C2=CN1CCN1CCOCC1 (centres undefined)	-0.9	-10	-22	-3	-15	-6	-5	0
Cc1ccc(C)c(S(=O)(=O)NNC(=O)Nc2ccccc2Cl)c1	2.1	4	49	-4	8	-8	-2	2
O=C(Nc1ccc([N+](=O)[O-])cc1)Nc1cnccn1	69*	4	1	-18	11	-4	-1	-4
COc1ccc(NC(=S)N/N=C2/CCCc3c(C)cc(C)cc32)cc1	2.6	20	9	1	13	-4	1	7
COc1cc(/C=N/n2nnnc2N)ccc1OC(C)=O	1.5	-3	-10	-1	11	-3	0	-1
O=C(Nc1nnc(SCc2ccc(F)cc2)s1)c1ccc2ncsc2c1	1.6	-5	-48	1	19	x	x	4
CC(C)(C)NC(=O)CCSc1nnc(-c2ccco2)o1	2.4	-10	-3	-1	5	-4	-11	2
CCCSc1nnc(Sc2nnnn2-c2ccccc2)s1	-0.5	-21	30	2	10	-5	0	8
Cc1ccc(NC(=O)CCNS(=O)(=O)c2ccc3c(c2)CCC(=O)N3)cc1C	1.2	-9	1	0	-1	-1	2	-8
O=C(NC1CCCC1)c1ccc([N+](=O)[O-])s1	-0.1	-22	4	0	-12	1	5	-21
CCCc1ccc(C(C)NC(=S)NC2CCCCC2)cc1 (centres undefined)	38	2	27	-2	17	-7	-9	-4
O=C(CSc1nc2ccccc2[nH]1)NCCCn1ccnc1	-1.1	2	-8	0	9	-3	-4	0
COC(=O)c1nn(-c2nc(-c3cccc(OC)c3)cc(C(F)(F)F)n2)cc1[N+](=O)[O-]	1.4	36	-6	1	13	-1	4	-20
C/C=C1\COC(C(=O)NCc2ccccc2)(C(F)(F)F)C=C1C=C(C)C (centres undefined)	0.0	15	2	0	14	-7	1	-7
COCC1CCN(C(=O)C2CCC(=O)N(C3CCCCCC3)C2)CC1 (centres undefined)	0.0	-15	-1	1	3	-2	-4	3
O=C(c1ccc(O)cc1)c1ccc(C(=O)c2ccc(O)cc2)cc1	69*	-11	-20	-3	14	-5	0	2
CCSc1n[nH]c(=O)[nH]c1=O	-1.8	-3	12	-1	5	-2	24	-2
COc1ccc(NC(=O)CN(C)C(=O)CCCc2nc3ccccc3c(=O)[nH]2)cc1	-0.9	-2	-14	1	2	-4	2	10
CCCn1c(CN2CCN(C(=O)c3ccco3)CC2)nc2c1c(=O)n(C)c(=O)n2C	-0.1	-2	2	3	9	-3	-1	1
COc1cc(OC)cc(OCC(O)Cn2ccnc2)c1 (centres undefined)	-0.4	-1	-8	0	10	-4	-3	1
C=CC[C@H](CC(=O)N(CCO)Cc1ccccc1)C(=O)N[C@H](COC(=O)[C@@H](CC=C)CC(=O)OC(C)(C)C)Cc1ccccc1	0.3	7	8	-6	35	-6	1	35
O=C(c1ccc(S(=O)(=O)Nc2ccc(F)cc2)cc1)N1CCN(C(=O)c2ccco2)CC1	0.7	-4	41	1	1	2	5	4

In another format: results already given
Every second line gives: MPTP block | EBI2 block | Gli-Sufu block | GRIN3A LBD mod | CCR6 antagonist | APOBEC3G inh | APOBEC3A inh | CXCR6 inh
> C/C=C1\COC(C(=O)NCc2ccccc2)(C(F)(F)F)C=C1C=C(C)C (centres undefined)
  0.0 | 15 | 2 | 0 | 14 | -7 | 1 | -7
> COCC1CCN(C(=O)C2CCC(=O)N(C3CCCCCC3)C2)CC1 (centres undefined)
  0.0 | -15 | -1 | 1 | 3 | -2 | -4 | 3
> O=C(c1ccc(O)cc1)c1ccc(C(=O)c2ccc(O)cc2)cc1
  69* | -11 | -20 | -3 | 14 | -5 | 0 | 2

Next results.
SMILES	MPTP block	EBI2 block	Gli-Sufu block	GRIN3A LBD mod	CCR6 antagonist	APOBEC3G inh	APOBEC3A inh	CXCR6 inh
CC(C)(C)OC(=O)N1CCCN(C(=O)c2ccc(Cl)cc2)CC1	-0.1	-1	5	-1	9	-4	2	-14
Oc1ccccc1-c1cc(-c2ccccc2Cl)[nH]n1	7.2	27	22	9	9	-3	0	8
COCCSc1ccccc1C(=O)Nc1cc(C)ccn1	6.4	-2	0	-2	-2	-3	-6	1
O=C(OCN1C(=O)c2ccccc2C1=O)c1cc(S(=O)(=O)N2CCOCC2)ccc1F	-0.3	4	-2	0	7	-5	-2	-16
N#CNC(=Nc1cccc(Cl)c1)Oc1ccccc1	0.6	-29	-14	-1	0	-1	1	-8
O=C(c1ccco1)N(Cc1ccc2c(c1)OCO2)Cc1cc2cc3c(cc2[nH]c1=O)OCO3	2.1	9	-6	-1	9	-2	7	-2
Cn1ncc(C#N)c1NC(=O)C1CC(c2ccc(Cl)c(Cl)c2)=NO1 (centres undefined)	0.7	-15	1	0	9	-5	-1	-3
CCN(c1ccccc1)S(=O)(=O)c1ccc(N2CCN(c3ccc(O)cc3)CC2)nc1	-0.3	-4	55*	2	17	22	-1	-13
Cc1ccc(Cn2c(SCCN3CCOCC3)nc3c2c(=O)n(C)c(=O)n3C)cc1	-0.4	-3	2	0	-18	-3	-7	2
COc1ccc(NC(=O)CC2C(=O)N(c3cccc(OC)c3)C(=O)N2CCC(C)C)cc1 (centres undefined)	-1.0	-3	34	11*	17	-5	-2	6
CCOc1ccc(NC(=O)C2CC=CCC2C(=O)O)cc1 (centres undefined)	-0.9	-1	3	1	-7	-2	3	-1
CCOC(=O)C1=C(C)NC(=O)NC1c1ccc(Br)o1 (centres undefined)	6.5	-7	-5	-2	1	-8	-6	-6
O=Cc1ccc(C(=O)OCC(=O)NCc2ccco2)cc1	-0.5	11	3	1	-4	-4	2	-5
CC(C)(C)OC(=O)N1CCC(C(=O)Nc2ccc(C(=O)N3CCOCC3)cc2)CC1	0.5	1	-4	-2	8	-8	-3	2
O=C(COC(=O)c1cccc(Br)c1)Nc1cccc2c1C(=O)c1ccccc1C2=O	1.9	-2	-73	15*	-1	0	7	-9
COCCN(CCOC)S(=O)(=O)c1ccc(C(=O)NC2CCN(Cc3ccccc3)CC2)cc1	0.8	0	14	2	-10	-4	-1	0
CCOC(=O)c1ccccc1N1C(=O)C2Sc3[nH]c(=O)sc3C(/C=C/c3ccccc3)C2C1=O (centres undefined)	1.0	3	-11	-2	12	3	2	7
